Screens: PubChem, The Scripps Research Institute Molecular Screening Center
CHO parental Ca – signal in parental CHO cells, OX1R antagonist counter-screen; AID 463079; parental CHO-K1, ATP-induced calcium, Fluo-8 fluorescence; hit rate 0.63% among 330,000; inhibition, % at 5.6 µM;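 active = inhibition above that plate's mean sample inhibition plus 3 SD, cut at about 26% in these data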;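 also: 0% = ATP-challenged DMSO wells and 100% = DMSO wells without ATP; some compounds past the cut are filed as inactive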
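material = parental CHO cells | also added = ATP as calcium-mobilizing challenge | dosing = single point at 5.6 µM | detection = intracellular calcium via Fluo-8 no-wash fluorescent dye | read-out = % inhibition | benchmarks = low control ATP plus DMSO, high control DMSO only | repeats = one well per compound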
CHO-K1 Ca ag – M1 agonist counterscreen hit in parental CHO-K1 cells; hit rate 0.48% among 360,000; activation, % at 3 µM; Fluo-8 calcium fluorescence; scaled to maximal ATP response, vehicle zero; AID 602248; in the data active = activation above about 15%;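 also: untransfected CHO-K1 host cells lacking M1 receptor as counterscreen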
CHRM1 antagonist – human CHRM1 antagonism; P11229; CHO-K1 hM1, Fluo-8 calcium fluorescence, ACh EC80 antagonist; inhibition, % at 3 µM; hit rate 1.3% among 360,000; AID 588852;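 active = percent inhibition above its own plate's cutoff, namely the mean of that plate's compound wells plus 3 SD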;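 also: peak over basal fluorescence ratio during 140 s after agonist addition; 0% = ACh EC80 plus DMSO and 100% = DMSO alone without agonist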
M1 PAM parental – nonselective activator or artifact in parental CHO-K1 calcium assay; ATP EC20, Fluo-8 calcium fluorescence; 0% at ATP EC20, 100% at ATP max; activation, % at 3 µM; hit rate 0.02% among 360,000; AID 602247;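 active = activation above the run cutoff, the mean activation of all test compounds plus 3 SD, cut at about 40% in these data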;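 also: peak over basal fluorescence ratio in a 140 s read after ATP addition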
CHRM1 agonist – agonists of human M1 muscarinic receptor; P11229; CHO-K1 hM1, Fluo-8 calcium fluorescence, agonist mode; 0% DMSO, 100% acetylcholine EC100; activation, % at 3 µM; hit rate 0.33% among 360,000; AID 588814;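 active = activation above the run's mean compound activation plus 3 SD, cut at about 16% in these data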;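 also: peak over basal fluorescence ratio within a 140 s kinetic read after compound addition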
TAAR1 ag – human TAAR1 agonism | CHO RD-HGA16 TAAR1, Fluo-8 calcium fluorescence; vehicle wells 0%, saturating PEA agonist 100% | hit rate 0.99% among 360,000 | Q96RJ0 | activation, % at 3 µM | AID 624467;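 active = activation above the mean activation of all test compounds in the run plus 3 SD, cut at about 38% in these data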
Target sequence (Q96RJ0 whole entry, looked up): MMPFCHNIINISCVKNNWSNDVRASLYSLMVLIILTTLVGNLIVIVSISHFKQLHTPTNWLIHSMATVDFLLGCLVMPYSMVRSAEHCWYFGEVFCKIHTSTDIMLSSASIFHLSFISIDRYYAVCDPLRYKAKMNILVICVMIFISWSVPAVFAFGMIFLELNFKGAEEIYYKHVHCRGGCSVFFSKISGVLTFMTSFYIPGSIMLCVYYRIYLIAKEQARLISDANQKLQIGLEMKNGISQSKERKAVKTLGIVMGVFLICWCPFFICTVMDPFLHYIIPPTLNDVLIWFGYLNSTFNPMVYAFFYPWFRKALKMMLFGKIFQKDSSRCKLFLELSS
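Test system: RD-HGA16 (CHO) cells co-expressing Gα16 and hTAAR1 | Doses: Single dose, 3 µM | Schedule: 17-24 h seeding, 75 min 37 °C dye, 30 min RT | Evaluation: % activation from peak over basal fluorescence ratio, DMSO-to-PEA scaled | Technique: Kinetic Fluo-8 calcium fluorescence | Benchmarks: Low control DMSO, high control PEA (EC100)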
CHO-K1 Ca antag – counter-screen for M1 antagonists: effect in parental CHO-K1 cells. ATP-induced calcium, Fluo-8 fluorescence. hit rate 0.6% among 360,000. inhibition, % at 3 µM;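 active = inhibition above a per-plate cutoff, the plate's mean sample inhibition plus 3 SD, cut at about 24% in these data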;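 also: 0% = DMSO plus EC80 ATP and 100% = DMSO alone without ATP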
TAAR1 antagonist – antagonists of human TAAR1; Q96RJ0; CHO RD-HGA16 TAAR1, Fluo-8 calcium fluorescence, antagonist; inhibition, % at 3 µM; hit rate 1.5% among 360,000;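 active = inhibition above a per-plate cutoff, the mean inhibition of test compounds on that plate plus 3 SD, cut at about 49% in these data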;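 also: 0% = DMSO plus EC80 beta-PEA response and 100% = DMSO alone without agonist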
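Test system – hTAAR1-expressing CHO RD-HGA16 cells, Gα16-coupled · Also added – β-PEA at EC80 concentration, post-compound challenge · Compound – 3 µM, single point · Incubation – dye loading 75 min at 37 °C, then 30 min room temperature · Measured by – Fluo-8 intracellular calcium dye fluorescence, real-time kinetic reads · Benchmarks – vehicle and agonist controls · Replicates – singlicate, one well per test compound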
OXTR potentiate – potentiates the human oxytocin receptor response | AID 2445 | CHO-OTR cells, Fluo-8 calcium fluorescence, potentiator mode; 0% = oxytocin EC15, 100% = EC100 | activation, % at 3 µM | hit rate 0.061% among 320,000 | P30559;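 active = activation above that plate's cutoff, the mean activation of tested compounds plus 3 SD, cut at about 6.6% in these data, passing the limit was not always enough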;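 also: 100% uses oxytocin at 75 nM as the full agonist control; some results filed as inactive read as strong as hits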
Target sequence (P30559 whole entry, looked up): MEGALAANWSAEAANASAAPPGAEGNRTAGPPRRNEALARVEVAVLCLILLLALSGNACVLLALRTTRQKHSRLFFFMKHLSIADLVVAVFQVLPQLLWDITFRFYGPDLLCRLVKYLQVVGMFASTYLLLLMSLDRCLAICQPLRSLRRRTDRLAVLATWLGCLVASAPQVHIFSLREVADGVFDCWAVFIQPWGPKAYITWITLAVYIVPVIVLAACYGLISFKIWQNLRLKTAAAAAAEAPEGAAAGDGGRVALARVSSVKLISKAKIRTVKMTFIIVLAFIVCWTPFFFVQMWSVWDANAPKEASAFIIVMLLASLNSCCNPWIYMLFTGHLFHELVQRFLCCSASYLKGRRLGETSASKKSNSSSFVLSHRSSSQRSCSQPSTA
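Assay system: CHO cell line stably expressing human OTR. Reagent: EC15 oxytocin agonist. Dosing: single dose, 3.0 µM nominal final compound concentration. Timing: compound 6 min at room temperature before oxytocin, 100 s read. Signal: kinetic Fluo-8 calcium fluorescence. Controls: oxytocin EC15 low and EC100 high.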
Starred values were filed as active, the others as inactive; . = no result given; & = joins results of further samples.

SMILES	CHO parental Ca	CHO-K1 Ca ag	CHRM1 antagonist	M1 PAM parental	CHRM1 agonist	TAAR1 ag	CHO-K1 Ca antag	TAAR1 antagonist	OXTR potentiate
CCOC(=O)C1=CN(CC)S(=O)(=O)NC1CCc1ccccc1 (stereo not given)	-23	0.1	-13	-15	-4	-1	18	-10	.
C=CCn1c(CNC(=O)c2cccs2)nnc1SCC(=O)Nc1ccc(C(=O)O)cc1	16	-0.2	1	13	-5	4	0	-17	1
CN(C(=O)c1cccc(NC(=O)Cc2cccc(NC(=O)C3CCN(C(=O)C4CCCCC4)CC3)c2)c1)C1CCC1	.	-0.4	-16	24	-7	0	-17	-29	.
COc1ccc(Oc2nc3ccccc3n3cccc23)cc1	-20	0.6	-6	18	-4	9	-19	0	-8
COc1ccc(-n2c(SCC(=O)Nc3ccccc3)nc3c(c2=O)SCC3)cc1	-12	1.1	-5	18	-3	6	-1	2	-5
CCCN[C@H]1CCc2nc(N)sc2C1	-3&-4	0.0	-23	9	-3	0	-2	-17	-2&-2
C=CCn1c(=O)c2ccc(C(=O)NCc3ccccc3)cc2n(Cc2cccc(Cl)c2)c1=O	-8	-0.3	-6	-2	3	1	-3	25	-8
CCc1nc(N2CCC3(CC2)OCCO3)c2nnn(Cc3ccccc3Cl)c2n1	-11	-0.1	5	1	-4	-1	1	13	-2
COc1ccc(C(=O)CNc2ccccc2CO)cc1	-7	0.6	0	24	-11	3	-15	-19	2
COc1ccc(CN(C)CC2CCCN(CCc3ccc(F)cc3)C2)c(OC)c1OC (stereo not given)	-18	-0.1	-8	5	-10	-1	-2	-9	5
CC(=O)Oc1c(C)cc(Cl)cc1C(=O)Nc1ccc([N+](=O)[O-])cc1Cl	15	13	12	4	5	12	23	26	-17
Cc1ccc(C(=O)NNC(=O)CCN2C(=O)C3CCCCC3C2=O)cc1 (stereo not given)	-3	4.0	2	10	-4	0	3	-12	0
O=C(/C=C/c1ccc(OC(F)F)cc1)OCC(=O)N1CCN(C(=O)c2ccco2)CC1	3	5.5	4	17	-6	1	-5	-4	-7
COc1cccc(C=O)c1OCCN1C(=O)c2ccccc2C1=O	.	0.6	-8	5	0	0	0	-24	.
COc1cccc2cc(C(=O)Oc3ccc(NC(C)=O)cc3)c(=O)oc12	-15	0.1	-6	16	-5	2	-2	7	-2
Cc1nnc(SCC(=O)Nc2ccccc2F)n(N)c1=O	-1	0.1	-11	-1	-2	2	-2	-8	2
COc1ccccc1NC(=O)C(C)OC(=O)Cc1n[nH]c(=O)c2ccccc12 (stereo not given)	-6	0.5	-4	7	-2	1	5	3	-6
COc1ccc(C(=O)CSc2nnc(Cc3ccccc3)o2)cc1	-4	6.3	0	19	-6	7	-9	7	-6
N#Cc1c(NC(=O)CN2CCN(S(=O)(=O)c3ccc4c(c3)OCCO4)CC2)sc2c1CCC2	-4	0.0	-9	11	-1	0	-9	-11	-4
CC(C)(C)c1ccc(C(CC(=O)O)NC(=O)CCCc2ccccc2)cc1 (stereo not given)	-7	-0.1	-1	23	-12	0	-2	-1	-1
COc1ccc(-c2[nH]ncc2CN(C)Cc2c(C)n[nH]c2C)c(OC)c1	-2	1.1	-8	24	-6	0	-10	-2	0
COCCN(C(=O)CSc1nnc(Nc2ccc(C)cc2)s1)c1c(N)n(CC(C)C)c(=O)[nH]c1=O	-6	0.5	-19	17	-3	0	-20	-25	-8
C/C(Cn1nc([N+](=O)[O-])cc1C)=N\NC(=O)COc1c(Cl)cc(Cl)cc1Cl	-15	-0.2	-17	16	-5	0	-5	-13	-8
COc1ccc(C(C)(NC(C)=O)c2nc(-c3cccc(C(=O)O)c3)cs2)cc1 (stereo not given)	.	0.7	-5	8	-3	3	-15	-33	.
O[C@H]1C[C@H](c2ccccc2)N(Cc2cccs2)C[C@@H]1n1cc(C2CC2)nn1	.	0.7	-7	30	9	30	-11	15	.
c1ccc(CCN2CN=C(Nc3nc4ccccc4s3)NC2)cc1	-56	2.3	-3	12	-4	79*	-2	51*	-9
COc1cccc(C(=O)NCCS(=O)(=O)N2CCOCC2)c1	-12	1.2	-3	-6	-2	0	-5	9	-2
COc1ccc(NS(=O)(=O)c2cccc(C(=O)NNC(=O)c3ccc(O)c(Cl)c3)c2)cc1	4	0.1	-4	14	-2	2	-14	0	2
COCC(C)NC(=O)COc1nncc2ccccc12 (stereo not given)	13	0.3	-8	6	-3	0	-13	-4	4
Cn1c(CCNC(=O)c2ccco2)nc2ccccc21	-3	1.6	-14	-5	-4	1	-1	-10	-10
O=C(c1ccsc1)N1CCCC(N2CCN(c3cccc(Cl)c3)CC2)C1 (stereo not given)	-28	0.5	5	-4	-5	-1	2	-9	-20
CC1CCCC(NC(=O)COC(=O)/C=C/c2ccc([N+](=O)[O-])cc2)C1C (stereo not given)	-29	0.1	-5	-9	-3	-2	-3	-26	-7
O=S(=O)(Nc1ncn[nH]1)c1ccc(Cl)cc1	-6	0.6	0	8	-2	-1	-18	-19	7
CC(C)(C)c1ccc(C(=O)N/C(=C/c2cccs2)C(=O)NCc2ccco2)cc1	-17	4.2	-10	10	-3	12	0	28	-5
CC(C)Sc1nc2ccccc2n2cnnc12	6	0.7	-2	7	-4	9	-4	-22	-11
Cc1ccc(OCC(=O)Nc2cc(S(=O)(=O)N3CCOCC3)ccc2Cl)c([N+](=O)[O-])n1	-22	0.3	11	7	-2	-2	-9	-13	-24
Cc1ccccc1CSc1nnc(Cn2c(=O)sc3ccccc32)n1C	-1	0.4	-13	13	0	1	2	9	-6
COc1cc2c(cc1OC)C(c1ccccc1)N(C(=O)CSCC(=O)O)CC2 (stereo not given)	-10	0.6	-5	18	-1	5	-10	17	-10
CC1CCCC(NC(=O)C2CCN(S(=O)(=O)N3CCC4(CC3)OCCO4)CC2)C1C (stereo not given)	-13	1.4	-19	-2	-1	3	-15	-28	-6
CCOC(=O)c1c(S(=O)(=O)N(C)C2CCCCC2)c(C)n(C)c1C	-22	0.0	0	26	-3	1	-15	-26	2

Sorted by length of the SMILES (smallest number first): 11 of the compounds above.
SMILES	CHO parental Ca	CHO-K1 Ca ag	CHRM1 antagonist	M1 PAM parental	CHRM1 agonist	TAAR1 ag	CHO-K1 Ca antag	TAAR1 antagonist	OXTR potentiate
CC(C)Sc1nc2ccccc2n2cnnc12	6	0.7	-2	7	-4	9	-4	-22	-11
Cn1c(CCNC(=O)c2ccco2)nc2ccccc21	-3	1.6	-14	-5	-4	1	-1	-10	-10
O=S(=O)(Nc1ncn[nH]1)c1ccc(Cl)cc1	-6	0.6	0	8	-2	-1	-18	-19	7
COc1cccc(C(=O)NCCS(=O)(=O)N2CCOCC2)c1	-12	1.2	-3	-6	-2	0	-5	9	-2
COc1ccc(-c2[nH]ncc2CN(C)Cc2c(C)n[nH]c2C)c(OC)c1	-2	1.1	-8	24	-6	0	-10	-2	0
COc1ccc(C(C)(NC(C)=O)c2nc(-c3cccc(C(=O)O)c3)cs2)cc1 (stereo not given)	.	0.7	-5	8	-3	3	-15	-33	.
CC1CCCC(NC(=O)COC(=O)/C=C/c2ccc([N+](=O)[O-])cc2)C1C (stereo not given)	-29	0.1	-5	-9	-3	-2	-3	-26	-7
CC1CCCC(NC(=O)C2CCN(S(=O)(=O)N3CCC4(CC3)OCCO4)CC2)C1C (stereo not given)	-13	1.4	-19	-2	-1	3	-15	-28	-6
COc1ccc(NS(=O)(=O)c2cccc(C(=O)NNC(=O)c3ccc(O)c(Cl)c3)c2)cc1	4	0.1	-4	14	-2	2	-14	0	2
Cc1ccc(OCC(=O)Nc2cc(S(=O)(=O)N3CCOCC3)ccc2Cl)c([N+](=O)[O-])n1	-22	0.3	11	7	-2	-2	-9	-13	-24
COCCN(C(=O)CSc1nnc(Nc2ccc(C)cc2)s1)c1c(N)n(CC(C)C)c(=O)[nH]c1=O	-6	0.5	-19	17	-3	0	-20	-25	-8

Another view of 2 compounds above:
Cc1ccccc1CSc1nnc(Cn2c(=O)sc3ccccc32)n1C
  CHO parental Ca: -1
  CHO-K1 Ca ag: 0.4
  CHRM1 antagonist: -13
  M1 PAM parental: 13
  CHRM1 agonist: 0
  TAAR1 ag: 1
  CHO-K1 Ca antag: 2
  TAAR1 antagonist: 9
  OXTR potentiate: -6
C=CCn1c(=O)c2ccc(C(=O)NCc3ccccc3)cc2n(Cc2cccc(Cl)c2)c1=O
  CHO parental Ca: -8
  CHO-K1 Ca ag: -0.3
  CHRM1 antagonist: -6
  M1 PAM parental: -2
  CHRM1 agonist: 3
  TAAR1 ag: 1
  CHO-K1 Ca antag: -3
  TAAR1 antagonist: 25
  OXTR potentiate: -8

Next structures.
SMILES	CHO parental Ca	CHO-K1 Ca ag	CHRM1 antagonist	M1 PAM parental	CHRM1 agonist	TAAR1 ag	CHO-K1 Ca antag	TAAR1 antagonist	OXTR potentiate
COc1ccc(NC(=O)COC(=O)/C=C/c2ccccc2[N+](=O)[O-])cc1OC	-12	7.0	-3	-12	3	9	-3	-14	-9
O=C(CSc1nnc2ccccn12)Nc1ccccc1C(=O)NC1CC1	-3	-0.1	1	-7	-3	0	0	-5	-13
COc1cc(C(=O)c2cocc2C(=O)c2ccc3c(c2)OCO3)cc(OC)c1OC	-14	0.7	-5	4	-2	1	-3	-8	-7
COC(=O)CCC/C=C1\SC[C@@H](NC(=O)c2ccccc2)C1NC(C)=O (stereo not given in full)	-9	0.7	2	-13	1	5	6	0	1
Cc1ccccc1C(=O)NCC(C)NC(=O)c1ccccc1C (stereo not given)	4	4.6	11	2	-2	17	6	3	-3
Cc1ccc(C(=O)C(SC(C)(C)C)n2cncn2)cc1 (stereo not given)	-9	0.1	9	-8	-10	6	19	-22	-2
Cn1c(Cc2ccccc2)nnc1SCC(=O)Nc1ccccc1	1	5.1	30	-3	-5	0	15	-16	-2
CCCCC(=O)OCC(=O)Nc1ccc(SC(F)F)cc1	2	1.1	-5	5	-2	0	-9	-4	-10
O=C(c1oc(=O)c2ccccc2c1-c1ccccc1)N1CCN(C2CCCCC2)CC1	-14	2.7	18	26	-12	2	-5	12	-10
O=C(c1cccc(C(F)(F)F)c1)C1CCCN(C(=O)CCCn2cncn2)C1 (stereo not given)	-19	0.6	1	-6	-12	5	-6	-3	2
COc1cc(Br)cc2cc(C(=O)N3CCN(c4ccccn4)CC3)c(=O)oc12	-13	2.7	2	15	-3	8	1	12	3
